Source: PubChem
PfHsp90 yeast 2 – growth inhibition of PfHsp90-expressing yeast, primary screen, antimalarial PfHsp90 inhibitor project, S. cerevisiae, BacTiter-Glo luminescence, single point, set 2 | BacTiter-Glo ATP, 48 h; yeast lacking PDR1 and PDR3 efflux regulators | hit rate 0.32% among 310,000 | inhibition, % at 9.4 µM | AID 504621, 2011;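 active = every replicate shows inhibition above about 80%, whatever the replicate mean, limit read from the data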;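 also: 0% = DMSO neutral controls and 100% = 20 µM radicicol positive controls; yeast relying on Plasmodium falciparum Hsp90 in place of its own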
SR-BI HDL uptake – inhibitors of SR-BI mediated HDL lipid uptake, primary screen, ldlA[mSR-BI] cells, fluorescence, single point; hit rate 0.96% among 320,000; ldlA[mSR-BI] CHO cells, DiI-HDL uptake fluorescence, 3 h; inhibition, % at 12.5 µM; AID 488896, 2010; Scavenger receptor class B member 1 (Mus musculus), Q61009;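 active = mean replicate inhibition of at least 70% and a set share of replicates each scoring 70 or more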;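 also: 0% = median of neutral control wells and 100% = median of positive control wells; values of inactives mirror those of a sister screen read the other way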
CAL PDZ FP-1 – CAL PDZ peptide-binding inhibitors, primary screen, biochemical, fluorescence polarization, Cer-tagged CAL PDZ, HTS; hit rate 0.02% among 330,000; inhibition, % at 20 µM; Golgi-associated PDZ and coiled-coil motif-containing protein (Homo sapiens), Q9HD26; AID 504414, 2011; purified CAL PDZ, TMR-peptide fluorescence polarization, 1 h;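 active = highest replicate inhibition of at least 40%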;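 also: plate controls were DMSO neutral control wells for no effect and unlabeled competitor peptide control wells for full effect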
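Material: tagged CAL PDZ domain; buffer or medium: 25 mM sodium phosphate pH 7.4, 150 mM NaCl, TCEP, IgG, Thesit; compound dosing: single point, 20 µM; schedule: 1 h incubation at room temperature before polarization reading; measured by: FP readout, S and P plane fluorescence; read-out basis: percent inhibition from loss of millipolarization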
Rtt109 HAT inh – inhibitors of C. albicans Rtt109/Vps75 HAT, primary screen, biochemical, ThioGlo CoA-SH fluorescence, plate reader | purified Rtt109/Vps75, 4 h | hit rate 0.16% among 330,000 | AID 540336, 2011 | Histone acetyltransferase RTT109 (Candida albicans (strain SC5314 / ATCC MYA-2876)), … | inhibition, % at 34.9 µM;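 active = inhibition of at least 50% in every replicate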
NSD2 inh – NSD2 histone methyltransferase inhibitors, primary screen, biochemical, AlphaScreen, single concentration, set 2. Histone-lysine N-methyltransferase NSD2 (Homo sapiens), O96028. NSD2 peptide methylation, 120 min. inhibition, % at 12.5 µM. hit rate 0.54% among 310,000. AID 743445, 2014; in the data active = inhibition above about 50%
Target sequence (O96028 whole entry, looked up): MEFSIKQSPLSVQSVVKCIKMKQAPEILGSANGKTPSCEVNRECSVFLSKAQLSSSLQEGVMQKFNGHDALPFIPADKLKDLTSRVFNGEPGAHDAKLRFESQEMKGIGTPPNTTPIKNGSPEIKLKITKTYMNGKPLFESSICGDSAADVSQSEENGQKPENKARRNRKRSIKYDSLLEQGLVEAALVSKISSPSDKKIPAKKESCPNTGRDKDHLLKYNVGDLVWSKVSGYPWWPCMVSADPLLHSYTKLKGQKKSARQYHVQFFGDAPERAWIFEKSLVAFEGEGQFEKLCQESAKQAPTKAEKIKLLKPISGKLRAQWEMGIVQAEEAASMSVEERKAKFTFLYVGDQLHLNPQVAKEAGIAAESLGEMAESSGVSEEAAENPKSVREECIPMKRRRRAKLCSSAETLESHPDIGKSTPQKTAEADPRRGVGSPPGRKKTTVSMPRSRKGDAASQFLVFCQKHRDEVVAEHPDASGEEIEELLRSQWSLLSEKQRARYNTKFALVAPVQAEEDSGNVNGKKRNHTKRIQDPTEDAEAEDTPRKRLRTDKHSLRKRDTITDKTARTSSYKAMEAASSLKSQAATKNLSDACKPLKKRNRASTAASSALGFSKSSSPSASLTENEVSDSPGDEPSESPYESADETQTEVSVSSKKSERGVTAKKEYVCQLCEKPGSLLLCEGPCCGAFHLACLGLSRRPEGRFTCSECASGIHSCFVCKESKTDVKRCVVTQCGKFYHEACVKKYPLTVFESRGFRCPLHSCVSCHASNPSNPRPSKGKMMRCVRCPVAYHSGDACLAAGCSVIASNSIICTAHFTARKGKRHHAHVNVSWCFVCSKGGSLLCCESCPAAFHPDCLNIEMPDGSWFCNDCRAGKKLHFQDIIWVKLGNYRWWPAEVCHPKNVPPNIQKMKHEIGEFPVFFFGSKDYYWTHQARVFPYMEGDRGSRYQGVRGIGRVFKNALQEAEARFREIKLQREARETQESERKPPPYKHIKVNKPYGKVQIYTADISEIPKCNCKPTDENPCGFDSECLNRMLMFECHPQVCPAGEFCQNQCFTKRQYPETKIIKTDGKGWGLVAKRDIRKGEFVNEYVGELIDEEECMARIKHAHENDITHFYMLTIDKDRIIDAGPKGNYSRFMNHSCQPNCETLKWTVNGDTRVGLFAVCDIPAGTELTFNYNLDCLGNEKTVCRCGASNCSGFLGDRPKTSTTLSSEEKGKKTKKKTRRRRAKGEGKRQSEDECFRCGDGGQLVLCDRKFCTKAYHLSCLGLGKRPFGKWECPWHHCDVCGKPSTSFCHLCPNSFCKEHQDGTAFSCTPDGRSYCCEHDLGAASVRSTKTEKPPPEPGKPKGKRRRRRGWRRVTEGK
MITF TRPM1 HTS – activators of MITF-driven TRPM1 promoter reporter, primary screen, cell-based, SK-MEL-5, luciferase, single point; SK-MEL-5 TRPM1-promoter luciferase, 24 h; % of positive control, neutral wells = 0; activation, % at 12.5 µM; hit rate 0.75% among 300,000; AID 588334, 2011;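 active = mean activation of at least 80% with every replicate also reaching 80%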;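 also: 0% = neutral control wells and 100% = parthenolide positive control wells; values of inactives mirror those of a sister screen read the other way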
SR-BI DiI-HDL act – activators of SR-BI mediated DiI-HDL uptake, primary screen, ldlA[mSR-BI] CHO cells, DiI fluorescence. hit rate 0.096% among 320,000. 3 h; 100 = double the neutral-control signal. activation, % at 12.5 µM;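 active = mean replicate activation of at least 60% and every replicate at or above 60%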;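 also: 0% = median plate neutral-control signal and 100% = twice that signal; values of inactives mirror those of a sister screen read the other way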
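Assay system: CHO ldlA[mSR-BI] cells, LDL receptor-null, SR-BI overexpressing; medium: Ham's F12 with 0.5% BSA, HEPES 25 mM, pH 7.4; also added: DiI-HDL 10 µg/mL; timing: 3 h uptake period with compound, 37 °C; signal: DiI fluorescence, bottom read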
PvdQ inh – P. aeruginosa PvdQ acylase inhibitors, primary screen, biochemical, fluorescence, plate reader and imaging, single point; PvdQ acylase [Pseudomonas aeruginosa LESB58]; purified PvdQ acylase; inhibition, % at 10 µM; hit rate 0.063% among 340,000; AID 488965, 2010; in the data active = inhibition above about 30%, passing the limit was not always enough;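 also: 0% = vehicle neutral wells and 100% = reference inhibitor wells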
CAL PDZ FP-2 – untagged CAL PDZ binding inhibitors, primary screen, biochemical, fluorescence polarization, HTS; AID 602252, 2012; purified CAL PDZ, TMR-peptide fluorescence polarization, 1 h; inhibition, % at 24.9 µM; hit rate 0.92% among 300,000; Golgi-associated PDZ and coiled-coil motif-containing protein (Homo sapiens), Q9HD26;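 active = mean inhibition of at least 30% with at least half of replicates also reaching 30%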;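 also: 0% = DMSO neutral control and 100% = excess unlabeled competitor peptide PRC23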
dFosB activator – activators of delta FosB homodimer, primary screen, biochemical, fluorescence polarization, TAMRA-CDK5 oligo, single point | activation, % at 25 µM | purified delta FosB; percent of positive-control signal above neutral wells | Protein FosB (Mus musculus), P13346 | hit rate 0.99% among 340,000;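 active = mean activation above about 17%, with every replicate also reaching it, limit read from the data, passing the limit was not always enough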;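 also: fluorescence polarization rise as delta FosB binds a TAMRA Cdk5 AP-1 oligo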
* hit, by the source's call; . = not tested or not shown. The order is random; overall some 4.3% were active at least once.

Preview:
SMILES	PfHsp90 yeast 2	SR-BI HDL uptake	CAL PDZ FP-1	Rtt109 HAT inh	NSD2 inh	MITF TRPM1 HTS	SR-BI DiI-HDL act	PvdQ inh	CAL PDZ FP-2	dFosB activator
C#CCOCCOCCOCCNc1nc(N2CCN(C(=O)[C@H](CCCN=C(N)N)n3cc(C(N)[C@@H](C)CC)nn3)CC2)nc(N2CCN(C(=O)[C@H](CCC(=O)O)n3cc([C@@H](N)[C@H](C)CC)nn3)CC2)n1 (some centres not stated)	13.4	23.4	0.6	6.5	.	-1.0	-23.4	-7.9	-1.7	-4.6
O=C(CC1SC(N2CCCCC2)=NC1=O)Nc1cccc(C(=O)NCc2ccc(F)cc2)c1 (configuration not stated)	14.5	27.5	-0.6	3.1	0.0	3.3	-27.5	10.4	-2.9	-8.2
COc1ccc(-c2nnc(SCc3cc(C)ccc3C)n2N)cc1	0.6	60.7	-0.7	3.3	1.4	.	-60.7	-6.7	-3.8	-4.6

The list itself, repeating the preview:
SMILES	PfHsp90 yeast 2	SR-BI HDL uptake	CAL PDZ FP-1	Rtt109 HAT inh	NSD2 inh	MITF TRPM1 HTS	SR-BI DiI-HDL act	PvdQ inh	CAL PDZ FP-2	dFosB activator
C#CCOCCOCCOCCNc1nc(N2CCN(C(=O)[C@H](CCCN=C(N)N)n3cc(C(N)[C@@H](C)CC)nn3)CC2)nc(N2CCN(C(=O)[C@H](CCC(=O)O)n3cc([C@@H](N)[C@H](C)CC)nn3)CC2)n1 (some centres not stated)	13.4	23.4	0.6	6.5	.	-1.0	-23.4	-7.9	-1.7	-4.6
O=C(CC1SC(N2CCCCC2)=NC1=O)Nc1cccc(C(=O)NCc2ccc(F)cc2)c1 (configuration not stated)	14.5	27.5	-0.6	3.1	0.0	3.3	-27.5	10.4	-2.9	-8.2
COc1ccc(-c2nnc(SCc3cc(C)ccc3C)n2N)cc1	0.6	60.7	-0.7	3.3	1.4	.	-60.7	-6.7	-3.8	-4.6
Fc1ccc(-c2cc3nc(-c4ccccc4)cc(N4CCOCC4)n3n2)cc1	-18.9	73.0*	-2.3	.	-2.7	7.1	-73.0	-0.9	-3.5	-8.4
CC1CCN(C(=O)CC#N)CC1	-9.5	2.1	-0.8	-6.0	0.3	.	-2.1	-3.4	-1.0	-1.0
O=C(c1ccco1)N1CCN(C2CC(=O)N(c3ccc(C(F)(F)F)cc3)C2=O)CC1 (configuration not stated)	12.5	-23.7	-3.3	1.8	4.0	-3.0	23.7	1.4	-5.4	-5.6
CCc1ccc(NC(=O)NNC(=O)c2ccc3ccccc3c2O)cc1	-19.3	-6.6	-2.5	1.6	3.4	-13.7	6.6	-7.1	-2.8	6.7
O=C(Nc1cc(=O)[nH]c2ncnn12)c1ccccc1	22.4	.	-0.6	-11.2	0.5	1.6	.	-13.3	-0.6	-1.2
COc1ccc(-n2c(-c3ccc(Br)cc3)c[n+]3c2CCCCC3)cc1	8.8	-10.2	-0.1	12.7	0.2	-47.5	10.2	3.9	4.6	-5.6
CCCCN(C(=O)CSc1nnnn1C)C1CCS(=O)(=O)C1 (configuration not stated)	30.3	-13.9	-0.6	-2.2	1.0	1.7	13.9	-3.3	0.3	3.1
c1ccc(-c2csc(NC3CCCCC3)n2)cc1	3.3	3.3	-1.2	.	-3.0	73.5	-3.3	5.8	-1.1	-7.7
O=S(=O)(c1cccs1)N1CCN(c2ncccn2)CC1	.	-27.3	-1.0	-2.4	2.1	.	27.3	-9.4	3.7	-6.7
Cc1ccccc1-n1nc(-c2ccc(N)cc2)cc1N	.	-17.6	-0.6	-20.4	.	-4.9	17.6	-10.6	-1.7	-5.9
COc1ccccc1NS(=O)(=O)c1ccc(NC(=O)c2ccncc2)cc1	-29.8	26.3	-2.9	-13.5	1.5	-13.3	-26.3	-4.4	-4.0	-6.6
CC(C)[C@H](N)c1nnc(SCc2ccc(Cl)cc2)o1	11.0	-10.1	-0.7	-5.4	-1.0	-0.2	10.1	-5.4	.	-5.7
CCCCNc1c(-c2ccc(OC)c(SC3CCCCC3)c2)nc2ccc(Cl)cn12	-0.6	31.9	0.5	-7.1	.	-4.3	-31.9	-8.1	-4.6	-1.6
CC1=CCC(C(=O)N/N=C/c2cccs2)C(c2ccc(F)cc2)C1 (configuration not stated)	-3.0	-5.4	-1.6	3.8	-2.5	5.8	5.4	-8.6	-1.2	-0.1
CN(CC(=O)O)c1ccc(S(=O)(=O)N2CCOCC2)cc1[N+](=O)[O-]	32.7	-12.8	-0.4	.	-0.9	8.3	12.8	-8.8	4.6	7.7
Clc1ccc(OCCCCN2CCCCC2)cc1	10.3	-8.8	.	3.9	11.2	6.6	8.8	19.1	-1.9	1.7
Fc1ccc(-n2[nH]nnc2=S)cc1N1CCCC1	-21.2	-15.6	-1.8	.	6.0	1.1	15.6	2.5	-0.8	-6.2
COc1cnc(SC)nc1Nc1ccc(C#N)cc1	1.3	13.1	0.8	19.6	1.4	-9.6	-13.1	9.1	4.5	-4.3
CCCc1nc2oc3c(NCCCN(C)C)ncnc3c2c2c1CCCC2	-12.4	0.7	-3.1	-12.8	24.2	.	-0.7	-19.4	29.0	-52.1
CCN(CC)S(=O)(=O)c1cccc(NC(=S)NC(=O)/C=C/c2ccc(S(=O)(=O)N3CCOCC3)cc2)c1	5.4	4.0	-2.7	1.4	-2.6	7.2	-4.0	5.6	-1.1	-3.2
COc1cc([N+](=O)[O-])ccc1NC(=O)COC(=O)c1n[nH]c2ccccc12	4.9	-9.6	0.7	-0.4	-1.0	-16.7	9.6	0.7	-0.9	-2.3
CCOc1ccc(C(CC(=O)O)NC(=O)c2cccs2)cc1OC (configuration not stated)	12.4	8.0	-1.2	-30.0	1.0	-4.4	-8.0	-8.1	-3.8	-3.0
CCOC(=O)c1c(NC(=O)Cn2nc(C(=O)O)c3ccccc3c2=O)sc(C)c1C	3.3	-2.1	0.4	-7.7	-1.3	15.1	2.1	-2.6	-6.9	1.4
COc1cc(C2C(C(C)=O)=C(O)C(=O)N2c2ccc(Br)cn2)ccc1O (configuration not stated)	1.2	-25.7	-0.6	-2.2	7.1	.	25.7	15.8	-2.9	0.7
O=c1[nH]cnc2cc(-c3ccccc3)sc12	-29.5	10.5	-1.8	-5.7	-1.5	.	-10.5	-9.8	-1.1	-19.8
Cc1ccc(-c2csc(NC(=O)c3cccc([N+](=O)[O-])c3C(=O)O)n2)cc1	-21.4	-34.2	-0.1	-2.1	4.6	15.3	34.2	-12.2	.	-1.5
COc1ccc(OCC(=O)OCC(=O)NCc2ccc(F)cc2)cc1	12.8	-10.2	-2.1	-3.5	-0.4	-0.9	10.2	-9.2	-2.6	-0.8
COc1ccc(C2C(C#N)=C(N)N(c3sc4c(c3C#N)CCCC4)C3=C2C(=O)CC(C)(C)C3)cc1 (configuration not stated)	.	-4.0	.	4.5	.	.	4.0	-7.6	1.1	-8.9
COc1ccc(CNC(=O)c2ccc(CS(=O)(=O)c3ccccc3C)o2)cc1	6.3	-6.8	-0.6	0.5	0.6	9.9	6.8	4.6	-2.7	-10.1
Cc1nnc(NC(=O)c2nc(S(=O)(=O)Cc3ccccc3)ncc2Cl)s1	20.5	-12.1	-2.1	-8.1	.	-35.4	12.1	-20.8	-0.5	4.2
COc1ccc(OC)c(S(=O)(=O)NCCC2=CCCCC2)c1	-29.0	4.9	-2.3	4.1	3.0	0.3	-4.9	-13.6	-0.2	-11.9
CC(C)(Oc1ccc(Cl)cc1)C(=O)OCC(=O)N1CCN(c2ccccc2)CC1	12.1	-12.2	-0.5	6.0	-3.0	-4.8	12.2	-16.3	.	-2.7
O=C(CCCSc1nc(-c2ccco2)cc(C(F)(F)F)n1)Nc1ccc2c(c1)OCO2	9.8	8.3	-0.6	1.2	.	4.4	-8.3	-9.0	3.9	4.5
CCCNC(=O)OCCC12CC3CC(CC(C3)C1)C2	16.0	.	0.1	-5.1	-1.9	59.2	.	-8.3	-5.1	-8.3
CC1CN(C(=O)c2ccccc2OCc2ccc(Cl)cc2Cl)CC(C)O1 (configuration not stated)	-29.9	-0.4	-2.9	7.3	-1.9	-10.1	.	-11.0	-2.8	-9.1
Cc1c(C(=O)Nc2c(N)nc(SCC(=O)NCC3CCCO3)[nH]c2=O)cccc1[N+](=O)[O-] (configuration not stated)	-0.4	-5.4	-1.9	-3.1	-0.5	7.7	5.4	-11.8	-1.6	-7.7
CSc1ncccc1C(=O)NCCc1ccc(S(N)(=O)=O)cc1	-7.0	-24.2	-1.4	0.2	-2.7	-8.8	24.2	0.1	-0.6	2.5
CCOc1ccc(OCC)c(NC(=O)CN2CCN(C(=O)c3ccco3)CC2)c1	-14.0	1.1	-0.5	2.0	4.9	-5.3	-1.1	-4.7	-5.3	-0.8
Cc1ccc(S(=O)(=O)N2CC3CCCC2C3)cc1 (configuration not stated)	-23.0	11.1	0.3	22.9	-2.4	.	-11.1	18.1	-3.2	1.1
COC(=O)C1C2C=CC3(CN(CCc4ccccc4)C(=O)C13)O2 (configuration not stated)	1.3	-18.2	0.0	6.5	-1.3	2.6	18.3	-16.0	0.0	-5.0
Cn1c(CNC(=O)C(Cc2ccccc2)NC(=O)c2cccc(F)c2)cc(=O)n(C)c1=O (configuration not stated)	1.3	-16.7	-3.5	2.6	-5.8	4.7	16.7	0.7	-2.3	-3.5
Cc1ccc(NC(=S)Nc2ccc(Cl)c(Cl)c2)c(OC(F)F)c1	11.8	56.7	-0.6	-3.1	27.9	0.7	-56.7	-9.7	-1.1	-4.8
CC(C)(C)n1ncc2c(=O)n(CC(=O)N3CCCCCC3)cnc21	-2.0	-6.1	-0.2	0.0	-2.3	11.8	6.1	-23.6	1.5	-4.0
C=CCn1c(-c2cccn(Cc3cccc(Cl)c3)c2=O)n[nH]c1=S	9.3	.	-1.7	4.5	0.7	.	.	8.2	-6.3	3.4
CC(=O)C[C@H](O)CC(=O)[C@H]1OC(=O)CCCCCc2ccccc21	-6.2	-10.8	0.4	2.0	.	-2.9	10.8	-3.8	23.3	1.9
COc1ccc(-c2cn3cccnc3n2)cc1	-8.4	-10.3	-1.8	-143.2	-2.1	62.2	10.3	-16.1	-2.9	-4.4
CCOc1cc(/C=N/NC(=O)Nc2ccccc2)ccc1O	-29.9	32.4	0.8	1.7	-1.0	46.5	-32.4	-11.6	-1.2	-8.7
